N370S GC: inhibitors or activators of N370S glucocerebrosidase for Gaucher disease | Potency, µM (series often up to 59.4 µM), for inactives: top-dose activity change, negative = inhibition, hits mostly inhibitors | 330,000 compounds, 0.092% hits | P04062 | N370S GC spleen homogenate, 4MU-glucoside fluorescence | AID 2101;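 note: 0% = full enzyme activity and -100% = no enzyme basal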
FEN1 inhibitor: blocks human flap endonuclease 1; 390,000 compounds, 0.35% hits; Recombinant FEN1 flap cleavage, fluorescence, 15 min; AID 588795; P39748; Potency, µM (series often up to 114 µM), for the others: at the highest dose activity change, negative = inhibition, most hits filed as inhibitors; note: nearly all actives have a fitted effect of over 65% in size
Target sequence (P39748 whole entry, looked up): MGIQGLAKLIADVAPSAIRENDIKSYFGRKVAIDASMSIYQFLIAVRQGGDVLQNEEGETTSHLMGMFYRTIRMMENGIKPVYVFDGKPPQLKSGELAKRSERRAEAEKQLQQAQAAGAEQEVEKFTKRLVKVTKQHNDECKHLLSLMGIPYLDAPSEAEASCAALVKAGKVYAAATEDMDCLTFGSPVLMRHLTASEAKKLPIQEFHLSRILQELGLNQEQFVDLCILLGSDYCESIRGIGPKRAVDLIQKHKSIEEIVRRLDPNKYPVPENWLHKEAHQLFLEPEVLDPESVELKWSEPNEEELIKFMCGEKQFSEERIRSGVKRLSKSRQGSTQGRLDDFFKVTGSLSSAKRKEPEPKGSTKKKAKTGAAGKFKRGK
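FEN1 at 10 nM preincubated with compounds 15 min at room temperature, then flap DNA substrate added at 50 nM final. Signal read at 0 and 15 min; concentration-response fitted with four-parameter Hill equation.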
TDP1 inh: TDP1 (human) enzyme inhibition | recombinant TDP1, AlphaScreen DNA substrate cleavage | 350,000 compounds, 0.28% hits | Q9NUW8 | Potency, µM (series often up to 130 µM), without a hit: at the top dose activity change, negative = inhibition, hits mostly inhibitors; note: nearly all actives have a fitted effect of over 40% in size
Target sequence (Q9NUW8 whole entry, looked up): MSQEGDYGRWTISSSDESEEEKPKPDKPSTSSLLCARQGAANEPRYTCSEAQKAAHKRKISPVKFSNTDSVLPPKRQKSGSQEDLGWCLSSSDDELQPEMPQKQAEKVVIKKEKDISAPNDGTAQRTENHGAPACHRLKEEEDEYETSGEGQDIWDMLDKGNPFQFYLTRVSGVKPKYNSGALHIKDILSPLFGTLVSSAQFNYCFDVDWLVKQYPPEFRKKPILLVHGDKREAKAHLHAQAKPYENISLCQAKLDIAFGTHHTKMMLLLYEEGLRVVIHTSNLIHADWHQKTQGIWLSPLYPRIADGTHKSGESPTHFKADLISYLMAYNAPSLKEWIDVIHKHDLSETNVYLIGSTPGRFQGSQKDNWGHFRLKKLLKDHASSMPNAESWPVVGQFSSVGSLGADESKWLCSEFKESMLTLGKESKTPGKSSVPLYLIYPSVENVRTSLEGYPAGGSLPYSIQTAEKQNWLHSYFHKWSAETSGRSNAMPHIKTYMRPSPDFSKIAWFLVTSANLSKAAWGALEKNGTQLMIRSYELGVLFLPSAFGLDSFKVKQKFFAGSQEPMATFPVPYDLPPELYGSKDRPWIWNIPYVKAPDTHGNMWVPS
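Steps: enzyme plus compound, 15 min RT; add biotin/phosphotyrosine-FITC oligonucleotide (15 nM final), react 5 min; add donor/acceptor beads (10 ug/ml final), 10 min; read AlphaScreen. Tdp1 at 1 nM final.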
Numbers without * were called inactive; ? = inconclusive; nt = no result given; & = joins results of further samples; [ ] = dose if it differs, or a comment. Calls come from the whole dose curve; as a rule, active = well fitted curve in the direction sought with a large enough effect; inconclusive = small, poorly fitted or top-dose-only effect, or another doubt; inactive = no such curve, though single readings can be large; an effect the other way counts as inactive or inconclusive. Unless noted, % is set by controls: 0 for no effect and ±100 for the full control effect; potency is the fitted concentration of half-maximal effect.

Fields: N370S GC	FEN1 inhibitor	TDP1 inh
COC(=O)CSCC(=O)Nc1nnc(-c2ccccc2C)s1
→ -6%	-6%	7%
O=C(CN1C(=O)NC2(CCCc3ccccc32)C1=O)N1CCN(c2cccc(C(F)(F)F)c2)CC1 (stereo not drawn)
→ nt	23%	1%
CC1=C(c2ccc(C(C)C)cc2)S(=O)(=O)N=C1N1CCN(c2ccccc2F)CC1
→ nt	17%	11%
Cc1ccc(Cl)cc1N(CC(=O)Nc1cccc(N(C)S(C)(=O)=O)c1)S(C)(=O)=O
→ -8%	5%	5%
Cc1cc(NC(=O)c2ccc3c(c2)OCCO3)ccc1NC(=O)c1cc2ccccc2o1
→ -2%	-19%	1%
CC(C)CC(=O)NCCCCc1ccccc1
→ 22%	-1%	-3%
Cc1cccc(CCNC(=O)CCc2c(C)nc3ncnn3c2C)c1
→ 11%	18%&-2%	-1%&3%
O=C(c1cc(C(=O)N2CCCC2)cc([N+](=O)[O-])c1)N1CCCC1
→ -5%	-14%	nt
Nn1c(Cc2cccc3ccccc23)nnc1SCc1ccc(Cl)c(Cl)c1
→ -8%	10%	-2%
CC1=C(C(=O)Nc2ccc(C)cc2Cl)C2(CCCCCC2)OC1=O
→ nt	2%	0%
CCc1cccc2c(C(=O)COC(=O)c3cccc(S(=O)(=O)N(C)C4CCCCC4)c3)c[nH]c12
→ 4%	-5%	0%
O=C(O)c1nn(CCSc2ccccc2F)c(=O)c2ccccc12
→ 0%	-4%	6%
O=[N+]([O-])c1ccccc1S(=O)(=O)Nc1cccc(S(=O)(=O)N2CCCC2)c1
→ nt	4%	4%
CCOc1ccc(C(=O)Nc2cccc(-c3ccc4nncn4n3)c2)cc1
→ 13%	-9%	-7%
O=C(CNC(=S)N(Cc1ccccc1F)C1CCCCC1)NCC1CCCO1 (stereo not drawn)
→ -15%	10%	-4%
C/C(=N\Nc1nncc2ccccc12)c1cccc(OC(F)F)c1
→ 2%	3%	-18%
Cc1ccc(NC(=O)CCn2nc(C)cc2C)cc1
→ 19%[12.8 µM]	-2%	3%
CCN1CCN(c2ncnc3c2sc2nc(N4CCOCC4)c4c(c23)CCC4)CC1
→ -4%	-15%	0%
CCc1cc(-c2[nH]ncc2-c2nc3ccccc3n2C)c(O)cc1O
→ 7%	-16%	6%
O=C(Oc1ccc(C(=S)N2CCOCC2)cc1Br)c1ccccc1F
→ -6%	11%	3%

Later entries.
Fields: N370S GC	FEN1 inhibitor	TDP1 inh
O=S(=O)(Cc1ccc(Cl)cc1)C1CCCCC1O (stereo not drawn)
→ 2%	-12%	nt
CC(C)(Oc1ccc(Cl)cc1)C(=O)Nc1ccncc1
→ -2%	5%	3%
COc1ccc(-c2ccc(=O)n(Cc3cccc(Cl)c3)n2)cc1
→ ?	-16%	nt
CC(C)c1cc(N2CCOCC2)n2ncc(-c3ccccc3)c2n1
→ -2%	-15%	nt
CCOC(=O)/C=C1\NC(=O)CS1
→ 16%	7%	-1%
CCCC[C@@H]1CCCO[C@@](C(=O)NCc2ccc(S(C)(=O)=O)cc2)(C(F)(F)F)C1
→ 2%	-25%	10%
Cc1ccc(/C=N\NC(=O)Cn2c(C)nc3ccccc32)o1
→ 8%	1%	-7%
CCOC(=O)C1(Cc2cccc(OC)c2)CCN(CC2CC=CCC2)CC1 (stereo not drawn)
→ -14%	-1%	0%
S=c1nc2ccccc2c2nc(-c3ccccc3Br)[nH]n12
→ -5%	-6%	nt
COc1cc2[nH]c(=O)n(CCC(=O)N3CCN(c4cc(Cl)ccc4C)CC3)c(=O)c2cc1OC
→ 9%	-6%	2%
COc1ccc(S(=O)(=O)N2CCC(C(=O)NCCN3CCOCC3)CC2)cc1C
→ -19%	3%	5%
CCOC(=O)c1ccccc1NC(=O)N1CCOc2ccc(Cl)cc21
→ nt	19%	8%
Nn1c(N2CCCCC2)nc2ccccc21
→ 2%	-2%	4%
CC1CCCC(C)N1C(=O)COC(=O)Cc1ccc(Cl)cc1 (stereo not drawn)
→ -4%	-10%	nt
Cc1ccccc1N=Nc1c(N)n[nH]c1N
→ -18%	-11%	nt
CN(CC(=O)N1CCN(c2ccccn2)CC1)S(=O)(=O)c1ccc2ccccc2c1
→ 26%	10%	4%
O=C(NCCC1=CCCCC1)C1CCCN(S(=O)(=O)c2ccc(F)cc2)C1 (stereo not drawn)
→ 0%	-7%	3%
COCCNc1ccc(S(=O)(=O)N2CCCC2)cn1
→ 0%	-2%	9%
COc1cc2c(cc1NC(=O)c1ccc(C)c([N+](=O)[O-])c1)oc1ccccc12
→ 6%	7%	-1%
Cc1ccc(NC(=O)CSCC(=O)Nc2sccc2C#N)cc1
→ 3%	-1%	5%

Further compounds:
Fields: N370S GC	FEN1 inhibitor	TDP1 inh
Cn1cnnc1SCC(=O)c1ccc2c(c1)OCO2
→ 2%	12%	-5%
Cc1ccc(S(=O)(=O)Nc2ccccc2C(=O)N2CCCCCC2)cc1
→ 2%	5%	nt
CCCCc1nn2c(N)c(/C=C3\C=Nc4ccccc43)c(=O)nc2s1
→ 4%	1%	4%
Cc1ccn2c(NC(=O)c3ccccc3)c(-c3ccccc3)nc2c1
→ -7%	4%	nt
Cc1cccc(NC(=O)c2oc3c(c2C)C(=O)CC(C)(C)C3)n1
→ 1%	-2%	5%
Cc1cc(C)cc(NC(=O)c2sc3nc(-c4cc5ccccc5oc4=O)[nH]c(=O)c3c2C)c1
→ nt	-6%	-3%
COC(=O)C1=C(C)NC(C)=C(C(=O)OC)C1c1cc2cc(C)ccc2[nH]c1=O
→ 15%	-3%	3%
O=S(=O)(c1ccccc1)c1nnn2c1nc(NCc1ccc(Cl)cc1)c1sccc12
→ nt	4%	-5%
Cc1ccc(C)c(OCCn2cc(C(=O)c3ccco3)c3ccccc32)c1
→ nt	5%	-1%
CCN(CC)c1ccc(CNc2ccc3c(c2)ncn3CC)cc1
→ -1%	-6%	nt
Cc1ccccc1N1CN(Cc2ccco2)CNC1=S
→ 0%	-4%	4%
Cc1ccc(-c2c(C(=O)N/N=C/c3ccc4c(c3)OCO4)nnn2-c2nonc2N)cc1
→ ?	3%	3%
CC1(C)c2ccccc2-c2nc3ccccc3cc2C1O (stereo not drawn)
→ -2%	12%	-3%
O=C(NCCS(=O)(=O)NCCc1ccccc1)c1ccc2c(c1)OCO2
→ -17%	-4%	nt
COC(=O)c1ccc(Oc2c(C(F)(F)F)oc3c(CN4CCN(C)CC4)c(O)ccc3c2=O)cc1
→ -19%	7%	11%
O=C(C(c1ccccc1)c1ccccc1)N1CC[C@@]2(O)CCCC[C@H]2C1
→ -3%	4%	3%
COc1ccc(NC(=O)CSc2nnc(-c3ccoc3C)n2CC2CCCO2)cc1 (stereo not drawn)
→ 15%	-10%	2%
Cc1cc(C(F)F)nn1CC(=O)N1CCSCC1
→ 1%	-12%	0%
CCOC(=O)C(Oc1ccc2c(-c3ccc(OC)cc3)cc(=O)oc2c1C)c1ccccc1 (stereo not drawn)
→ 8%	2%	0%
CCC(C)(C)C1CCc2[nH]nc(C(=O)NC3CCCCC3)c2C1 (stereo not drawn)
→ -2%	-6%	-4%

Later entries:
| SMILES | N370S GC | FEN1 inhibitor | TDP1 inh |
| --- | --- | --- | --- |
| COc1ccc(C(C)=O)cc1CSc1nnc(C)s1 | 11% | 5% | 8% |
| COc1cccc(Cn2cc(S(=O)(=O)c3ccc(C)cc3)c(=O)c3cc4c(cc32)OCO4)c1 | nt | -15% | -1% |
| O=C(COc1ccc2ccc(=O)oc2c1)Nc1cccnc1 | 2% | 0% | 1% |
| Cc1ccc(-n2ncc(C(=O)NCCN3CCCC3)c2C2CCN(C(=O)OC(C)(C)C)CC2)cc1 | nt | -2% | 3% |
| CCC(=O)OC1c2ccccc2C(=O)N1Cc1ccccc1 (stereo not drawn) | -6% | -3% | 2% |
| CCOC(=O)N1CCC(N2C(=O)c3ccccc3C2Nc2ccc(S(=O)(=O)N(CC)CC)cc2)CC1 (stereo not drawn) | -1% | -1% | 0% |
| COC(=O)C1=C(Nc2ccccc2NC(=O)c2ccccc2C(=O)O)CSC1 | 9% | 14% | -5% |
| CC(=O)N1CCN(C(=O)c2ccc(C)c(S(=O)(=O)N3CCCCC3)c2)CC1 | nt | 2% | -2% |
| CN1CCC(N2CCCC(C(=O)O)C2)CC1 (stereo not drawn) | 3% | -2% | 1% |
| O=C1OCCC1(c1ccccc1)c1ccccc1 | -9% | -14% | -4% |

Additional results.
| SMILES | N370S GC | FEN1 inhibitor | TDP1 inh |
| --- | --- | --- | --- |
| CCCC(=O)Nc1nnc(SCC(=O)N2CCN(c3ccccc3)CC2)s1 | 0% | 0% | -9% |
| CN(C(=O)CSc1nnc(-c2ccco2)n1Cc1ccccc1)C1CCS(=O)(=O)C1 (stereo not drawn) | nt | 23% | 0%[56.1 µM] |
| NS(=O)(=O)c1ccc(CNC(=O)c2ccc3ccccc3n2)cc1 | -7% | 0% | 8%[0.0935 µM] |
| COC(=O)C1=C(C)NC(=O)/C1=C\c1cc(C)n(-c2c(C)cccc2C)c1C | -5% | -28% | -3% |
| CCN(CC)c1ccc(/C=N/NC(=O)c2c[nH]c3ccccc23)cc1 | ? | -7% | -3% |
| O=C(CN1c2cccc3cccc(c23)S1(=O)=O)NCc1ccc2c(c1)OCO2 | 0% | -1% | -3% |
| CCC(C(=O)OCc1csc(CC(=O)Nc2ccccc2C)n1)c1ccccc1 (stereo not drawn) | nt | 3% | -6% |
| O=C(c1ccc(=O)oc1)N1CCOCC1 | 2% | 32µM* | nt |
| COc1ccc(C(=O)NC2CCCc3ccccc32)cc1 (stereo not drawn) | 7% | -10% | 0% |
| Cc1ccc(C(=O)Cn2nnc3ccccc32)cc1C | 20% | -1% | 5% |

(continued)
| SMILES | N370S GC | FEN1 inhibitor | TDP1 inh |
| --- | --- | --- | --- |
| COc1ccccc1/C=C/C=N/NC(=O)c1cc(-c2ccco2)[nH]n1 | -20% | -2% | 5% |
| O=C(COC(=O)c1c(F)cccc1F)Nc1ccc2[nH]c(=O)[nH]c2c1 | -1% | -14% | -3% |
| COc1ccc(S(=O)(=O)N2CCCC2C(=O)NCc2ccccc2Cl)cc1 (stereo not drawn) | -2% | 2% | 0% |
| Cc1ccc(S(=O)(=O)NCC(=O)OCC(=O)NCc2cccs2)cc1 | -2% | 36%[activator] | 1% |
| COc1ccc2[nH]c3c(c2c1)CCN1C(=O)C(CC(=O)NCCN2CCOCC2)C[C@H](C(=O)N2CCOCC2)[C@@]31CCC1CCCC1 (stereo partly drawn) | nt | -15% | 0%[56.1 µM] |
| Cc1nc2ccc(NC(=O)NCc3ccco3)cc2s1 | -11% | -2% | 8% |
| C=CCSc1nnc(NC(=O)C23CC4CC(CC(NC(C)=O)(C4)C2)C3)s1 | -1% | 17% | 7% |
| CCc1ccc(NC(=O)COC(=O)Cn2cnc3ccccc32)cc1 | -1% | 0% | 0%[0.505 µM] |
| COc1ccc(C(=O)c2ccccc2O)c(O)c1 | -2% | 15% | 3% |
| Cc1cc(C)c2nc(NC(=O)c3ccc(S(=O)(=O)N4CCCC4)cc3)sc2c1 | nt | 14% | 0% |

Profiles, looked up by structure. Order of screens: N370S GC, FEN1 inhibitor, TDP1 inh
Entry for `COc1ccc(S(=O)(=O)N2CCCC2C(=O)NCc2ccccc2Cl)cc1` (stereo not drawn) : -2%, 2%, 0%
Entry for `CCc1ccc(NC(=O)COC(=O)Cn2cnc3ccccc32)cc1` : -1%, 0%, 0%[0.505 µM]
Entry for `O=C(COC(=O)c1c(F)cccc1F)Nc1ccc2[nH]c(=O)[nH]c2c1` : -1%, -14%, -3%
Entry for `Cc1nc2ccc(NC(=O)NCc3ccco3)cc2s1` : -11%, -2%, 8%

(continued)
| SMILES | N370S GC | FEN1 inhibitor | TDP1 inh |
| --- | --- | --- | --- |
| Cc1ccc(-n2nc3c(c2NC(=O)C2CC2)CS(=O)(=O)C3)cc1C | -2% | 7% | 1% |
| COc1ccc(N(Cc2cccs2)C(=O)c2ccc(Br)o2)cc1 | nt | 3% | 3% |
| NC(=O)c1cccnc1Sc1ccc(Cl)cc1 | -9% | 4% | 2% |
| CC(C)c1ccc(NC(=S)NCc2ccc3c(c2)OCO3)cc1 | 8% | 5% | 5% |
| O=C(O)CCC(=O)Nc1ccc(Cc2ccc(NC(=O)CCC(=O)O)c(O)c2)cc1O | 3% | -2% | nt |
| Cn1c(=O)n(C)c2cc(NS(=O)(=O)c3ccc(Br)s3)ccc21 | 2% | -12% | 2% |
| CCn1c(=O)c(C(=O)Nc2ccc(C(C)=O)cc2)nc2ccccc21 | nt | 10% | 5% |
| CC(=O)Nc1ccc(OCC(O)Cn2nc(C)c(Br)c2C)cc1 (stereo not drawn) | 1% | -3% | 4%[56.1 µM] |
| CCn1c(SCC(=O)NCC2CCCO2)nc2ccccc21 (stereo not drawn) | nt | -6% | 1% |
| COc1ccccc1/C=C1\SC(=O)N(CC(=O)N(C)C2CCS(=O)(=O)C2)C1=O (stereo not drawn) | -17% | -16% | 2% |
| N/C(Cc1ccc([N+](=O)[O-])cc1)=N\OC(=O)CC1CCCCC1 | 2% | 18% | 3% |
| CCOc1ccc(C(=O)N2CCCC(c3nc(-c4cccs4)no3)C2)cc1 (stereo not drawn) | 4% | -5% | nt |
| CN(C)S(=O)(=O)N1CCC(CCCC2CCN(S(=O)(=O)N(C)C)CC2)CC1 | -4% | -3% | 4% |

Screening results deposited in PubChem by National Center for Advancing Translational Sciences (NCATS).
